Source: PubChem BioAssay (several laboratories)
p97 inhibitor: inhibitors of human p97 ATPase, primary screen, biochemical. Transitional endoplasmic reticulum ATPase (Homo sapiens), P55072. recombinant p97 ATPase, Kinase-Glo ATP luminescence, 3 h. inhibition, % at 8 µM. hit rate 0.42% among 220,000. AID 1481, 2009; in the data active = inhibition above about 15%;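 note: 0% = DMSO vehicle and 100% = wells lacking enzyme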
NPY1 pot ag: NPY-Y1 receptor potentiators or agonists, primary screen, cell-based; activation, % at 3.6 µM; AID 1304, 2008; Neuropeptide Y receptor type 1 (Homo sapiens), P25929; NPY-Y1 expressing cells, potentiator/agonist activation; hit rate 0.37% among 220,000; in the data active = activation above about 33%, passing the limit was not always enough;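 note: cells stimulated with NPY at EC10 then isoproterenol at EC100; 0% = low agonist plus stimulus and 100% = saturating agonist plus stimulus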
NPY Y1 blocker: NPY-Y1 receptor antagonists, primary screen, cell-based; HEK293-CNG Y1 cells, membrane potential fluorescence; NPY at EC95, then isoproterenol; inhibition, % at 3.6 µM; hit rate 1% among 200,000; AID 1040, 2008;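 active = inhibition above the campaign mean inhibition of all tested compounds plus 3 SD, cut at about 20% in these data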;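 note: 0% = DMSO wells given NPY plus isoproterenol and 100% = isoproterenol alone without NPY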
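Material: HEK293 cells with Y1 receptor plus CNG channel; times: compound incubation 1 h at room temperature, readout 45 min post-stimulation; signal: fluorescence, membrane potential probe; read-out basis: fluorescence ratio normalized to % inhibition between controls; benchmarks: full-block control isoproterenol-only wells, zero-block control NPY plus isoproterenol wells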
EP2 modulator: EP2 receptor modulators, cAMP readout, primary screen, cell-based, HTRF cAMP, PGE2 stimulation; Prostaglandin E2 receptor EP2 subtype (Homo sapiens), P43116; EP2-expressing cells, cAMP HTRF FRET, PGE2 co-stimulation; induction, % at 25 µM; hit rate 0.83% among 260,000; AID 940, 2007;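 active = compounds whose cAMP rise, as percent of the full-agonist control response, exceeds 60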;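 note: rat C6 glioma line stably carrying human EP2 under a CMV promoter; the protocol text gives 20 µM as final concentration; 100% = response of wells given 1 µM PGE2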
S1P4 antagonist: S1P4 receptor antagonists, primary screen, cell-based. inhibition, % at 4.98 µM. hit rate 0.26% among 220,000. S1P4-expressing cells, antagonist mode, reporter read-out. Sphingosine 1-phosphate receptor 4 (Homo sapiens), O95977. AID 1510, 2009; in the data active = inhibition above about 29%;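 note: 0% = wells stimulated with agonist and 100% = vehicle wells without agonist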
eIF4E-4G inh: eIF4E–eIF4G protein interaction inhibitors, primary screen, biochemical, uHTS, TR-FRET, eIF4GI fragment | Eukaryotic translation initiation factor 4E (Mus musculus) + Eukaryotic translation … | TR-FRET eIF4E-eIF4GI(517-606) binding, 2 h | inhibition, % at 21.7 µM | hit rate 0.37% among 220,000 | AID 782, 2007;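 active = inhibition above about 30%, limit read from the data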;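 note: 0% = full FRET control wells and 100% = background wells lacking eIF4GI fragment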
Target sequence (P63073 whole entry, looked up, the tested form may be a part): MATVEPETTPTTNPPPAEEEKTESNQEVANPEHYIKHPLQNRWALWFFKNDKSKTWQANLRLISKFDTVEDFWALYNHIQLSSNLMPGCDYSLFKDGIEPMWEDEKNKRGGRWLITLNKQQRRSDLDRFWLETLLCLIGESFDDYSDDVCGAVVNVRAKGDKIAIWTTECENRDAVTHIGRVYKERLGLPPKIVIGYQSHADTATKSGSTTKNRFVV
Target sequence (Q04637 whole entry, looked up, the tested form may be a part): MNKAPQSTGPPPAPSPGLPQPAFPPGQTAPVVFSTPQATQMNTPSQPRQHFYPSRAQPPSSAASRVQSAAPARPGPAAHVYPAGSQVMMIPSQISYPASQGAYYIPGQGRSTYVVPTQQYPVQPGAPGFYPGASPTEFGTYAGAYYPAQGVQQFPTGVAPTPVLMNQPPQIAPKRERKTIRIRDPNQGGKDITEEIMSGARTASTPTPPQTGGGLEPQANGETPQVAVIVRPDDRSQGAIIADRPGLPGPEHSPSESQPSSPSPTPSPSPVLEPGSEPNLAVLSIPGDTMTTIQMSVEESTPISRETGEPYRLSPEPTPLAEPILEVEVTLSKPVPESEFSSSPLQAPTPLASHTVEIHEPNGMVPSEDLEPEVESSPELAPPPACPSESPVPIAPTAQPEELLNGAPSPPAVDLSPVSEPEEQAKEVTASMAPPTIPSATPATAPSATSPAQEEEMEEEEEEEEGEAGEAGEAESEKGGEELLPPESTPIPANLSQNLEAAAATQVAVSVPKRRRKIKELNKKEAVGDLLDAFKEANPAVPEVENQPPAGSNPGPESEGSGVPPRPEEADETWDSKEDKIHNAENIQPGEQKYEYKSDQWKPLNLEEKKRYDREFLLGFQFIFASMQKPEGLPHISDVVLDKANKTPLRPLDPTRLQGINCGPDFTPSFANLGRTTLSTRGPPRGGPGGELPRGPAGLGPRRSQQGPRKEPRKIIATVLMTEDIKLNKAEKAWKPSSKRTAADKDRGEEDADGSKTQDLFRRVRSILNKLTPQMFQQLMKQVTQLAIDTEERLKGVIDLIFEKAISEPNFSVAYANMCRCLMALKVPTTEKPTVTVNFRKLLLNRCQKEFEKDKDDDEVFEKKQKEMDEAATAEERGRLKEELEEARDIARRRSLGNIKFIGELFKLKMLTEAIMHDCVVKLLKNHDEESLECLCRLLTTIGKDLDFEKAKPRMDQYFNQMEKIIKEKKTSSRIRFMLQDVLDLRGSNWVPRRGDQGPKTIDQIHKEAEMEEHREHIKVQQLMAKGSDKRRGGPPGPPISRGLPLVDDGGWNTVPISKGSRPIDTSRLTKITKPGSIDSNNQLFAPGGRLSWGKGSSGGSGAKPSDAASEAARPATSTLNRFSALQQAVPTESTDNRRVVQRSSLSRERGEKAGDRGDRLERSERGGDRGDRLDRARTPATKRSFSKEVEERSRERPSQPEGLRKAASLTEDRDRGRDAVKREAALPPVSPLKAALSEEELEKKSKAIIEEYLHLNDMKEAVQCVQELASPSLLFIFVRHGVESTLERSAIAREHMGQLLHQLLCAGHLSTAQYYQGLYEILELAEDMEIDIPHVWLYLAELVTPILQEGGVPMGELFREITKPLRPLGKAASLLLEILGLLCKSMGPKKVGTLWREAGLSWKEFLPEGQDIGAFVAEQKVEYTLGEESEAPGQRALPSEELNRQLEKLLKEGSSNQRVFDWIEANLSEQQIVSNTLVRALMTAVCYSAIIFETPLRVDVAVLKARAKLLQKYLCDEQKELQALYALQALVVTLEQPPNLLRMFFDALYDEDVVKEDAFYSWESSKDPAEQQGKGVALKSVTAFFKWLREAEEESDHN
PGE2 EP2 inh: human EP2 receptor antagonists, primary screen, TR-FRET cAMP, C6 glioma cells. C6 glioma cells expressing human EP2; cells stimulated with saturating PGE2. inhibition, % at 25 µM. hit rate 0.52% among 260,000. AID 1422, 2008;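 active = percent inhibition above 40 after rounding to a whole number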;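 note: rat C6 glioma host cells with rolipram phosphodiesterase inhibitor present; the protocol text gives 20 µM as final concentration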
S1P4 agonist: S1P4 receptor agonists, primary screen, cell-based; Sphingosine 1-phosphate receptor 4 (Homo sapiens), O95977; activation, % at 4.98 µM; hit rate 0.35% among 220,000; S1P4-expressing cell line, agonist reporter assay; in the data active = activation above about 11%;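 note: 0% = DMSO vehicle and 100% = reference agonist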
NPY-Y2 PAM-ag: NPY-Y2 potentiators or agonists, primary screen, cell-based; cells expressing NPY-Y2, potentiator/agonist read-out; activation, % at 3.6 µM; hit rate 0.45% among 220,000; AID 1359, 2008; in the data active = activation above about 27%;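 note: cells stimulated with NPY near EC25 plus isoproterenol at EC100; 0% = vehicle plus submaximal agonist and 100% = vehicle plus saturating agonist; some results beyond the cut were filed as inactive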
Starred values were filed as active, the others as inactive; x = not tested or not shown; & = joins results of further samples; [ ] = dose if it differs, or a comment. A portion of the library; count on the stated rates, not on these rows.

SMILES	p97 inhibitor	NPY1 pot ag	NPY Y1 blocker	EP2 modulator	S1P4 antagonist	eIF4E-4G inh	PGE2 EP2 inh	S1P4 agonist	NPY-Y2 PAM-ag
CCN1C(=O)/C(=C/c2ccc(N(CC)CC)cc2OC)C(=O)NC1=S	-4	0	-5	-91	-8	-1	17	-0.3	-5
O=P(Oc1ccccc1)(Oc1ccccc1)N1CCN(c2ccc(F)cc2)CC1	-4	14	x	-4	-26	1	5	0.4	-23
O=c1[nH]c(=O)n(-c2ccc(F)cc2)c(O)c1C=Nc1ccccc1N1CCCC1	1	0	-5	19	-15	-41[fluorescence artefact?]	17	1.1	7
CC(=O)OC1N=C(c2ccc(Cl)cc2)c2cc(Br)ccc2NC1=O (configuration not stated)	-2	8	-4	-29	-1	-11	14	1.5	11
Oc1ccc2c3c1O[C@H]1c4[nH]c5ccccc5c4C[C@@]4(O)C(C2)N(CC2CC2)CC[C@]314	5	-4	9	x	12	6	19	1.4	-2
O=c1c2ccccc2nc(CSc2ncnc3nc[nH]c23)n1-c1ccccc1Cl	-1	4	5	-5	-12	1	5	1.0	-1
CCOc1cc(/C=C2\C(=O)NC(=O)N(C)C2=O)cc([N+](=O)[O-])c1O	4	-9	x	7	7	-1	4	1.5	6
CCOC(=O)C1(CCc2ccccc2)CCN(Cc2ccco2)CC1	1	-18	8	35	5	1	6	-0.7	-27
O=c1c2ccccc2nc(-c2cccs2)n1-c1cnccn1	9	-1	6	23	-1	3	15	-0.1	12
CC(=O)c1c(C)n(CC2CCCO2)c2ccc(O)cc12 (configuration not stated)	0	-24	1	-7	-8	1	15	0.1	1
CCC(=NC1CC1)c1c(O)n(C2CCCCC2)c(=O)[nH]c1=O	1	2	0	33	3	-1[fluorescence artefact?]	9	-0.7	19
Cc1ccc(OCC(=O)N2CCN(Cc3cccnc3)CC2)cc1	-4	-8	3	42	-22	3	0	0.5	-19
Cn1cc[n+](C)c1P(=S)(c1ccccc1)c1ccccc1	2	0	8	-5	-15	-1	8	-0.1	-11
CC1=NN(c2ccccc2)C(=O)C1/C=C1\C(=O)NC(=O)N(c2ccc(C)c(C)c2)C1=O (configuration not stated)	5	-24	-8	15	-2	2[fluorescence artefact?]	x	-1.5	6
CC1CN(c2ccc([N+](=O)[O-])c3cccnc23)CC(C)N1 (configuration not stated)	3	-6	3	-15	-4	-2	8	-0.2	-11
CN(C)C(=O)Oc1cc(=O)n2c3c(cccc13)CCC2	0	10	2	-20	-19	-3	11	1.8	4
O=C1NC(=O)N(CCC2=CCCCC2)C(=O)/C1=C/c1ccc(O)cc1	5	-2	-6	28	-14	4	6	0.0	-8
Cc1ccsc1C(=O)C1CCCN(Cc2cccc(-n3cccn3)c2)C1 (configuration not stated)	-3	-7	3	23	2	1	4	1.0	-17
CCOc1ccc(-c2cc(C)[n+](CCN3CCOCC3)c(-c3ccc(OCC)cc3)c2)cc1	-1	6	x	5	-1	4	12	1.6	12
COP(=O)(OC)Oc1ccc(C(O)C(Cl)(Cl)Cl)cc1 (configuration not stated)	2	-4	x	-26	15	-4	5	1.4	-7
COc1cc(OC)c(OC)cc1CNC(C)C(O)c1ccccc1 (configuration not stated)	3	11	-1	7	-22	1[fluorescence artefact?]	-2	0.0	23
NC(=O)Nc1ccc(C(=O)OCC(=O)Nc2ccc(Cl)cc2C(=O)c2ccccc2)cc1	-2	-7	7	34	-9	2	12	0.5	-16
Nc1ccc(Cl)cc1C(=O)c1ccccc1	6	-3	0	51	-11	10	4	1.4	1
COc1ccc(-c2cc(=Nc3cccc(C(=O)O)c3)c3cc(C)ccc3o2)cc1	-6	-18	0	16	2	-2	8	0.5	-18
CCCCc1nc2ccccc2c(=O)n1-c1ccccc1O	-6	-6	1	4	9	-2	14	-0.9	3
The list continues:
SMILES	p97 inhibitor	NPY1 pot ag	NPY Y1 blocker	EP2 modulator	S1P4 antagonist	eIF4E-4G inh	PGE2 EP2 inh	S1P4 agonist	NPY-Y2 PAM-ag
CC(O)(CS(=O)(=O)c1ccccc1)C(=O)Nc1ccc(C(F)(F)F)cc1 (configuration not stated)	1	31	2	-24	-23	-2	9	-2.5	-1
O=C(c1ccncc1)C12CN3CN(CN(C3)C1)C2	5	-4	2	-19	-7	-1[fluorescence artefact?]	x	0.0	-4
COc1ccc(CC2(CCc3ccncc3)C(=O)NC(=O)NC2=O)c(OC)c1	-1	-2	-12	-5	14	0	5	-2.0	-5
N#CC[N+]1(CCCNP2(=O)C=C(c3ccccc3)OC(c3ccccc3)=C2)CCOCC1	-1	14	1	37	-25	1	4	-0.2	-8
Cc1ccc2c(c1)C1CN(C)CCC1N2S(=O)(=O)c1ccccc1 (configuration not stated)	-6	-9	5	3	-11	6	11	0.2	-22
Cc1cc(C=C2C(=O)NC(=S)NC2=O)c(C)n1C1CCCC1	6	4	-1	-73	-20	3	5	-0.4	7
O=Cc1cn(Cc2ccc(F)cc2Cl)c2ccccc12	5	9	3	13	-28	0	7	-2.2	9
CCOP(=O)(OCC)C(NC(=O)c1ccc(OC)cc1)C(Cl)(Cl)Cl (configuration not stated)	-3	4	x	-4	7	0	11	-1.1	15
Nc1ccc(C2(c3ccc(N)cc3)c3ccccc3-c3ccccc32)cc1	-4	-28	13	22	-2	-3	11	-0.7	3
N=c1ccccn1Cc1ccccc1	11	1	-3	11	-2	0	5	-1.0	2
COc1cc(/C=C2\C(=O)NC(=O)N(c3ccc(C)cc3)C2=O)cc(OC)c1O	1	1	0	7	1	4	4	0.8	-29
c1ccc(C2NCCc3[nH]cnc32)cc1 (configuration not stated)	2	1	x	17	-9	-4	7	0.7	-8
CCN(CC)CCN=Cc1c(O)n(C2CCCCCC2)c(=O)[nH]c1=O	-9	9	-2	4	-6	-2[fluorescence artefact?]	11	1.3	-2
Cc1nc2c(c(C)nn2-c2ccccc2)c(C)c1CCC(=O)N1CCC2(CC1)OCCO2	-9	1	-3	x	-8	x	3	-1.1	7
CP(C)(=O)CCC(=O)O	1	20	3	10	-13	-1	6	0.3	4
CCC(=O)c1c(O)n(C2CCCCCC2)c(=O)[nH]c1=O	6	10	-3	26	2	4	1	-1.5	11
CCc1nnc(NC(=O)CCc2nc(C3=CCN(C)CC3)no2)s1	0	-19	8	x	-21	x	9	-0.5	14
CNP1(NC)=NC(C(F)(F)F)=NC(C(F)(F)F)=N1	4	18	-1	6	0	2	14	-0.8	8
CCOC(=O)C1CCCN(c2ccc([N+](=O)[O-])c3nonc23)C1 (configuration not stated)	-4	1	1	16	13	4	5	0.3	-13
COP(=O)(NS(=O)(=O)c1ccccc1)OC	5	15	-1	25	-1	1	8	-0.2	-3
CCOC(=O)CC1=C(C(=O)OCC)C2(C(=O)N1CC(=O)OC)C(C#N)=C(N)Oc1ccccc12 (configuration not stated)	2	1	-3	13	-21	1	5	-0.2	-9
CN(C)C(=O)Oc1ccc(Br)cc1C(=O)Nc1ccc(F)c(Cl)c1	-1	8	x	-28	4	-3	12	1.2	0
Cc1c(C(=O)N2CCC3(CC2)OCCO3)sc2ncnc(N3CCN(c4ccccn4)CC3)c12	8	9	-4	-20	-15	2	7	0.1	13
COc1ccc(/C=C2/C(=O)N(Cc3ccco3)C(=O)N(C(C)C)C2=O)cc1	4	-5	-1	25	-6	2	7	1.5	-8
O=C(O)C1C2CC3CC(C2)CC1(n1ncc(N2CCC4(CC2)OCCO4)c(Cl)c1=O)C3 (configuration not stated)	1	1	x	8	8	-1	9	0.0	-9
The list goes on:
SMILES	p97 inhibitor	NPY1 pot ag	NPY Y1 blocker	EP2 modulator	S1P4 antagonist	eIF4E-4G inh	PGE2 EP2 inh	S1P4 agonist	NPY-Y2 PAM-ag
Oc1ccc(C2NCc3ccccc3-n3cccc32)cc1Cl (configuration not stated)	8&3	-6&30	2&3	11&17	-11&5	3&-4	14&10	-0.9&0.5	8&5
CC1(C)CC(=O)C(C2(O)C(=O)NC(=O)NC2=O)=C(O)C1	6	-4	1	17	-13	6	4	0.7	-12
CN1C(=O)C(=Cc2ccc(N3CCCCC3)o2)C(=O)N(C)C1=S	3	10	-1	-4	-9	-2[fluorescence artefact?]	14	2.9	5
CC(C)Sc1nnc([C@@H](N)Cc2c[nH]c3ccccc23)o1	4	8	-1	-16	-2	3	5	-0.7	8
O=[P+](Cc1ccccc1)Cc1ccccc1	4	-24	4	25	24	5[fluorescence artefact?]	2	-1.7	0
CCCOC(=O)Nc1ccc([As](=O)(O)O)cc1NC(=O)OCCC	1	0	x	15	-21	-4	7	2.4	-10
CN(C)C(=O)Oc1ccc(OCc2cccc[n+]2C)cc1	3	19	2	13	-1	14	3	-0.7	-6
CCCCn1c(O)c(C(C)=NCc2ccc3c(c2)OCO3)c(=O)[nH]c1=O	-1	0	x	-23	-13	3	6	2.4	3
O=C(O)CCn1cc(C=C2C(=O)NC(=S)NC2=O)c(-c2cccc(Br)c2)n1	3	2	2	15	6	13	10	-2.0	3
Fc1ccc(CN2CCN(c3ccc(Cl)cc3)CC2)cc1	3	-7	0	1	-4	3	5	2.4	-17
Cc1ccc(-n2c(O)c(/C=N/N3CCOCC3)c(=O)[nH]c2=S)cc1	2	-4	-2	15	-5	-2	7	-0.4	0
COc1ccc(N=Cc2c(O)n(Cc3cccs3)c(=O)[nH]c2=O)cc1	-4	-9	0	21	-22	1	5	1.4	-6
CCCn1cc(C(=O)O)cn1	6	10	-3	42	2	-1	6	0.9	1
C=CCn1c(O)c(C(C)=Nc2ccc(N(C)C)cc2)c(=O)[nH]c1=O	-4	-2	-2	7	-19	-5	12	-1.0	12
CCCCCCOc1ccc(CN2CCN(CC)CC2)cc1	-3	-28	6	-50	-16	0	17	-2.6	-14
CC(NC(C)(C)C)C(=O)c1cccc(Cl)c1 (configuration not stated)	7	-7	3	9&-1&-7	-5	-2[fluorescence artefact?]	13&10&12&12	0.5	2
CSc1nnc(OC(=O)N(C)C)n1-c1ccc(Cl)cc1	3	8	x	-11	-8	0	4	0.5	-27
O=[N+]([O-])c1ccc(N2CCOCC2)c2ccncc12	5	8	3	-5	-3	-2	3	1.7	-14
Cc1cc(N2CCOCC2)nc2ccc(NC(=O)CCC(=O)N3CCC4(CC3)OCCO4)cc12	-1	-3	-6	27	4	-9	x	-1.0	14
O=C(N=Nc1c(O)[nH]c(=O)[nH]c1=O)C1COc2cc3ccccc3cc2O1 (configuration not stated)	7	-13	25*	8	-21	-4	8	1.0	-12
CCOC(=O)N(CC)c1ccc(C(O)(C(=O)OC)C(F)(F)F)cc1 (configuration not stated)	-3	11	1	7	-17	-1	5	-0.8	-12
COc1ccccc1N1CCN(Cc2cc(C)c(C)cc2O)CC1	-1	-15	2	4	-20	2	x	-0.5	-12
